iPSC survival up – increases survival of single human iPS cells | survival enhancement, % at 20 µM | hiPSC single-cell survival, ATPlite luminescence; 100% = ROCK inhibitor wells, 0% = DMSO | 0.044% of 360,000 active; in the data active = survival enhancement above about 18%;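 note: cells exposed to compounds for 16 hours before the ATP read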
KKLEB tox – CF airway cell cytotoxicity counter-screen | KKLEB CF airway cells viability, ATPlite luminescence, overnight; active compounds read low; cells stimulated with P. aeruginosa culture filtrate | activity change (cytotoxicity), % at 5 µM | 0.36% of 360,000 active;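 active = corrected activity change at or below -50% at 5 µM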
NR2E3 ag-1 – human photoreceptor-specific nuclear receptor agonism; CHO-S Gal4-NCOR/VP16-NR2E3 two-hybrid, luciferase; inhibition of corepressor binding, % at 3.98 µM; 0.35% of 360,000 active; AID 602229;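 active = inhibition above the mean of all tested compounds plus 3 SD, cut at about 70% in these data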;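 note: 0% = DMSO with NR2E3 transfected cells and 100% = cells lacking NR2E3 construct; higher means lower luciferase signal from less NR2E3 corepressor binding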
Target sequence (Q9Y5X4 whole entry, looked up, the tested form may be a part): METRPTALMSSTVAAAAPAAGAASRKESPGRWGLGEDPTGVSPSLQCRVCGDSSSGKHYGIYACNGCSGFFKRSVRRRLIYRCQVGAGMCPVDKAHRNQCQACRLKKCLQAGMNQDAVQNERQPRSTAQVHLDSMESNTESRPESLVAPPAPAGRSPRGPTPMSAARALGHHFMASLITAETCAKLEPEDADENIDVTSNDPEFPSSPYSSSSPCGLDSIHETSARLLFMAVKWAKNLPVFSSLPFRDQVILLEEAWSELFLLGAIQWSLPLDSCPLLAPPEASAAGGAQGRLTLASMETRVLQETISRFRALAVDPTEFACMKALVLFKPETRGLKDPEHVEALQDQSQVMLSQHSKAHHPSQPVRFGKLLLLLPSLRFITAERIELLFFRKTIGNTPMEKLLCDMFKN
Peg3 promoter – reduces Peg3 promoter-driven luciferase expression in HeLa; HeLa PEG-Prom luciferase reporter, luminescence, overnight; inhibition, % at 20 µM; 1.7% of 360,000 active;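 active = inhibition of at least 50% at 20 µM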
TWEAK Fn14 block – inhibitors of TWEAK-Fn14 interaction signaling; AID 1159606; TWEAK-stimulated Fn14 reporter cells, luciferase luminescence, 8 h; 2% of 360,000 active; inhibition, % at 10 µM; in the data active = inhibition above about 50%
CF NFkB block – blocks PAF-induced NF-kB reporter in cystic fibrosis cells. KKLEB NF-kB-GFP reporter, GFP fluorescence overnight. inhibition, % at 5 µM. 0.86% of 360,000 active;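 active = at least 50% inhibition at 5 µM, scaled per plate between neutral and stimulator controls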;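 note: PAF is a Pseudomonas aeruginosa culture filtrate used as stimulus; plate controls were PAF-stimulated DMSO wells for no effect and unstimulated DMSO wells for full effect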
aDG glyco up – alpha-DG glycosylation activation; Pro5-aDG cells, alpha-DG glycosylation AlphaScreen (IIH6); 0% Pro5, 100% B10-LARGE cell signal; activation, % at 10 µM; 0.22% of 360,000 active;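 active = activation of at least 8% versus controls, or a plate z-score of at least 8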;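 note: Pro5 are CHO cells carrying HIG-tagged alpha-DG that lacks glycosylation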
HIF-2a block – inhibitors of HIF-2a; 786-0 RCC cells HIF-2a reporter, luciferase luminescence, overnight; 0.72% of 360,000 active; inhibition, % at 18.8 µM;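 active = inhibition of the luminescence signal of 40% or more relative to plate controls, in a single-dose primary screen at 18.75 µM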
NR2E3 ag-2 – activates human photoreceptor nuclear receptor NR2E3 | Q9Y5X4 | GST-NR2E3/biotin-RetCOR TR-FRET, 1536-well | inhibition of corepressor binding, % at 4.78 µM | 0.12% of 320,000 active | AID 2300;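 active = percent inhibition above the cutoff of mean plus 3 SD of all tested compounds, set per screening campaign, cut at about 20% in these data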;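 note: 0% = DMSO wells and 100% = biotin wells as full block of FRET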
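Format: 1536-well format; test system: GST-NR2E3 and biotin-RetCOR proteins; read-out basis: percent inhibition of TR-FRET ratio; timing: 5 h incubation at 4 °C; detection: time-resolved FRET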
Shn3 3UTR inh – reduces Shn3 3'UTR luciferase signal in osteoblasts. Clone20 osteoblast Shn3 3'UTR firefly luciferase, 24 h. inhibition, % at 12.5 µM. 0.52% of 360,000 active. AID 588674;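 active = mean inhibition of at least 75% with every replicate also reaching 75%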;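 note: 0% = median of neutral control wells and 100% = pilot-screen positive control compound; some compounds past the cut are filed as inactive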
TRPM1 prom inh – MITF TRPM1 promoter inhibition in SK-MEL-5 cells. inhibition, % at 12.5 µM. SK-MEL-5 TRPM1 promoter luciferase, 24 h. 0.83% of 330,000 active. AID 488899;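 active = mean inhibition across replicates of 60% or more, whatever share of single replicates reaches that level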; note: values of inactives mirror those of a sister screen read the other way
* marks the source's active call; other numbers are inactive results; . = no result given.

SMILES | iPSC survival up | KKLEB tox | NR2E3 ag-1 | Peg3 promoter | TWEAK Fn14 block | CF NFkB block | aDG glyco up | HIF-2a block | NR2E3 ag-2 | Shn3 3UTR inh | TRPM1 prom inh
Cn1c(N)c(C(=O)COC(=O)CSc2ccccc2)c(=O)n(C)c1=O | -0.6 | -15 | -9 | -13 | -14 | 0 | -0.3 | -3 | -6 | 2 | 2
C/C=C(/C)C(=O)O[C@@H]1Cc2c(ccc3ccc(=O)oc23)OC1(C)C | 4.3 | 13 | -10 | -5 | 9 | -8 | -0.1 | 0 | . | 6 | 4
Cn1cnnc1SCC(=O)NCCc1ccccc1 | -3.2 | -2 | 1 | -3 | 7 | 7 | -0.1 | 12 | 2 | -24 | 8
CC(C)CC(=O)Nc1ccc(C(=O)Cn2nc(C(=O)O)c3ccccc3c2=O)cc1 | 0.2 | 7 | -13 | 9 | 23 | -11 | -0.1 | 10 | 2 | -4 | 2
Cc1cc(C(=O)N/N=C\c2cc(C(C)(C)C)ccc2O)n[nH]1 | -0.5 | -10 | -49 | 33 | -1 | 13 | 1.6 | -72 | 2 | 80 | 28
O=C1NC(=O)C2(CCCc3c([N+](=O)[O-])cccc32)N1 (centres undefined) | 1.4 | -8 | 10 | 10 | -9 | -9 | -0.5 | 13 | . | -16 | .
CC(C)(C)n1ncc2c(=O)n(CC(=O)Nc3ccc4c(c3)OCO4)cnc21 | 6.2 | 2 | -4 | 6 | 31 | -7 | 0.0 | 1 | -2 | 0 | -8
COc1cc(S(=O)(=O)NCc2ccc3c(c2)OCO3)ccc1Cl | 1.7 | 0 | -5 | 10 | 10 | -17 | 0.6 | 4 | 3 | 17 | 0
CCNC(=O)c1c(C)nc2ccccn12 | 0.9 | 8 | 9 | 8 | -2 | -15 | -0.1 | 11 | -3 | -4 | -9
CC(=O)Oc1c(S(=O)(=O)c2ccccc2)c(C)nn1C(C)(C)C | -1.3 | -2 | -12 | -6 | -63 | 14 | 3.1 | 2 | 0 | -9 | 7
COC1C=CC(CNC(=O)c2cc3c(=O)n4cccc(C)c4nc3n2C)(OC)O1 (centres undefined) | -2.2 | 3 | 11 | 14 | -7 | 2 | -0.7 | -19 | 6 | 83 | -4
Cc1cccc(C)c1NC(=O)NC1(C(=O)N2CCN3CCCC3C2)CCCCC1 (centres undefined) | 0.1 | -3 | -22 | 9 | -28 | -8 | 0.2 | 6 | 2 | -12 | -5
CCc1ccc(C(=O)OCC(=O)N(CC)c2c(N)n(Cc3ccccc3)c(=O)[nH]c2=O)cc1 | -1.9 | 10 | -9 | -2 | 11 | 5 | 0.1 | 13 | -3 | -12 | -5
O=C(OC1CCOC1=O)c1cccc(S(=O)(=O)N2CCc3ccccc3C2)c1 (centres undefined) | -1.0 | 0 | 19 | 12 | 5 | -8 | -0.1 | 33 | 1 | -20 | 10
Nc1nonc1-n1nnc(C(=O)N/N=C/c2ccccc2)c1CN1CCc2ccccc21 | 0.0 | -6 | -7 | 14 | -8 | -13 | -0.3 | -2 | 6 | 18 | 16
CC12CCC(C(S(=O)(=O)Nc3ccccc3)C1=O)C2(C)C (centres undefined) | -2.7 | 15 | -17 | -3 | -10 | -31 | 0.0 | 9 | . | -14 | 5
N#Cc1ccccc1NC(=O)c1ccccc1OCC(=O)NCc1ccco1 | -0.8 | 7 | 4 | 31 | 6 | 1 | -0.5 | -6 | -2 | 62 | 0
CCOc1ccc(CCNC(=O)c2cccc(NC3=NC4CS(=O)(=O)CC4S3)c2)cc1 (centres undefined) | -1.6 | 20 | -7 | 9 | -14 | -26 | 2.3 | 1 | -1 | -9 | 5
COc1ccc(CN(C)C(=O)Cn2ccc(NC(=O)OCc3ccccc3)nc2=O)cc1OC | 2.1 | -7 | -10 | 3 | -9 | 5 | -0.2 | 22 | 5 | 8 | 9
COc1cc(-c2nc(-c3cccc(C(F)(F)F)c3)no2)cc(OC)c1OC | -2.1 | 1 | -2 | -4 | -11 | 5 | 0.1 | -49 | 3 | -3 | -2
Cc1ccc(-n2ncc(C#N)c2/N=C/N2CCCCCC2)cc1 | -0.3 | -14 | -4 | 6 | -4 | 20 | 0.0 | 12 | 0 | -17 | -6
Cc1noc(C)c1COc1ccc(C(=O)OC(C)C(=O)Nc2ccc(N3CCOCC3)cc2)cc1 (centres undefined) | 0.5 | -10 | -6 | -34 | -14 | 6 | 0.2 | -15 | -1 | 20 | 5
COc1cc(O)c(C(CCN2CCCC(C)C2)c2ccc(N(C)C)cc2)c(OC)c1 (centres undefined) | 0.1 | -4 | -5 | -11 | 5 | 4 | -0.1 | 4 | -2 | 2 | -12
COc1ccc(CSc2nc3nc(C)cc(C)n3n2)cc1F | 0.0 | -8 | -10 | -12 | -23 | 1 | 0.1 | -7 | -5 | -2 | -3
c1ccc2c(c1)ccc1nnc(SCc3ccc4c(c3)OCO4)n12 | 1.0 | 6 | -9 | -76 | -50 | -11 | 0.0 | -113 | 3 | -19 | -35

Remaining list, next part.
SMILES | iPSC survival up | KKLEB tox | NR2E3 ag-1 | Peg3 promoter | TWEAK Fn14 block | CF NFkB block | aDG glyco up | HIF-2a block | NR2E3 ag-2 | Shn3 3UTR inh | TRPM1 prom inh
CCCN1C(=O)/C(=C/c2ccc(OCC(=O)OCC)cc2)NC1=S | -1.4 | 17 | 15 | 15 | 9 | -12 | -0.3 | 31 | . | -3 | -10
O=[N+]([O-])c1ccc(Oc2ncccn2)cc1 | -0.1 | 7 | -19 | 11 | -3 | -1 | 0.0 | -1 | 9 | 5 | .
CC(=O)c1cnc2nc(SCc3ccc(C)cc3)nn2c1C | -0.3 | 2 | -4 | -10 | -4 | 6 | -0.1 | -27 | 5 | -5 | -6
CNC(=O)C(NC(=O)c1ccccc1)=C(C)C | 2.8 | 6 | -30 | 11 | 5 | -7 | -0.1 | 15 | 1 | 4 | 2
N#Cc1cc(C(=O)c2cc(Br)ccc2O)cn(Cc2ccccc2)c1=O | -2.7 | -11 | -42 | 27 | 24 | 12 | 0.6 | 14 | 0 | 20 | 14
COCCN(CCOC)c1nc(N)c2c(N)nc3c(c2c1C#N)CC(=O)N3Cc1ccc(Cl)cc1 | -0.9 | -14 | -8 | 24 | 7 | 22 | 0.1 | 19 | -1 | -5 | -9
CCCCCCN1C[C@@H](O)[C@H](n2cc(COC(=O)c3ccccc3)nn2)C[C@@H]1c1ccc(C)cc1 | -1.2 | -26 | -9 | 48 | 11 | -7 | -0.1 | 12 | . | 32 | .
COc1ccc(NS(=O)(=O)c2ccc(C)c(C(=O)N(C)CC(=O)Nc3cccc(OC)c3)c2)cc1 | 0.7 | 0 | -7 | 7 | 0 | 0 | -0.1 | 3 | -2 | 4 | 8
O=C(CN1C(=O)C2CC=CCC2C1=O)Nc1nnc(SCc2ccc(F)cc2)s1 (centres undefined) | 6.1 | -3 | 22 | 3 | -20 | -1 | 0.0 | 12 | 3 | 7 | 11
Cc1cc(C)nc(N/N=C/c2ccc(Cl)cc2)n1 | -0.8 | 8 | -12 | -34 | -36 | -9 | -0.2 | -57 | 2 | . | 2
COc1ccc(/C=C2/C(=O)N(Cc3ccccc3)N=C2C)cc1 | 8.8 | 2 | -1 | 7 | -53 | 8 | -0.1 | 25 | 5 | 18 | 2
CN(CC(=O)NCCc1ccc(S(N)(=O)=O)cc1)CC(=O)Nc1ccc(F)c(F)c1F | 1.7 | 21 | 8 | -2 | -12 | -3 | 0.2 | 5 | . | -26 | -3
COc1ccc(Cl)c2sc(N(CCN(C)C)C(=O)c3ccc4c(c3)OCCO4)nc12 | -0.4 | -11 | -12 | 2 | -16 | 26 | 0.2 | -9 | 1 | -15 | -8
CCOC(=O)c1c(NC(=O)c2ccc(Br)o2)sc2c1CCCC2 | -0.5 | 3 | -12 | 18 | -6 | 8 | 0.4 | -6 | 4 | 0 | 10
CSc1nc(C(=O)N2CCCC(C(=O)c3ccc(Cl)cc3)C2)cs1 (centres undefined) | -0.6 | -4 | -22 | -2 | -1 | 14 | -0.1 | -14 | 1 | -21 | -5
CCN(CC)CCCNc1cc2n(c(=O)n1)CCc1cc(OC)c(OC)cc1-2 | 14 | -5 | 14 | 2 | -26 | 8 | 0.1 | 9 | 0 | 7 | 3
O=C(Nc1c(C(=O)O)[nH]c2ccccc12)c1cccc(C(F)(F)F)c1 | 1.6 | -4 | -20 | 15 | 13 | 13 | 0.1 | 12 | -1 | 20 | 8
Cc1ccc2oc(NC(=O)N3CCOCC3)cc(=O)c2c1 | 2.3 | -14 | -4 | -11 | -15 | -1 | 1.8 | -4 | 2 | -5 | -7
CCCSc1nc(N)nc(-c2cccs2)c1C#N | -1.3 | -6 | -46 | -211 | 8 | 9 | 0.3 | -205 | 2 | -37 | -72
COc1ccc(CN(C)C(=O)C(Cc2ccccc2)NC(=O)c2ccccc2)c(OC)c1OC (centres undefined) | -0.3 | -15 | -14 | 26 | 2 | 5 | -0.5 | 7 | . | 10 | .
CCOC(=O)C1CCN(Cc2cnc(Oc3ccc(Cl)cc3C)s2)CC1 | 0.0 | -2 | 4 | 7 | 1 | 13 | 3.5 | 14 | 2 | 12 | 8
Cc1ccc(NC(=O)CN(C)C(=O)c2cccnc2Nc2cccc(C(F)(F)F)c2)cc1 | -0.5 | -23 | 2 | 47 | 10 | 0 | 0.2 | 4 | 3 | 19 | -4
COc1ccc(C(=O)NC2=NCCS2)c(OC)c1 | -0.2 | -13 | -89 | -170 | 18 | -4 | -0.1 | -205 | . | -16 | -37
Cc1ccc(NC(=O)c2ccco2)cc1 | -1.0 | -16 | -74 | -236 | -28 | -5 | 0.1 | -198 | . | -32 | .
CCN(CC(=O)NCCc1ccccc1)S(=O)(=O)c1ccccc1 | -1.0 | 4 | -19 | 7 | 9 | 0 | 0.1 | -11 | 2 | 10 | 3
Cc1csc(NC(=O)CSc2nncs2)n1 | 0.3 | -11 | -7 | -37 | -13 | -4 | 0.1 | -35 | 1 | -32 | -13
Cn1c(C(=O)N2CCc3ccccc3C2)cc2oc3ccccc3c21 | 0.0 | -2 | -141 | -333 | -23 | 0 | 0.0 | -295 | 4 | -62 | -54
Cc1ccc(NC(=O)COC(=O)c2ccc3c(c2)C(=O)N(CCc2ccccc2)C3=O)c(C)c1 | 1.1 | 8 | 8 | 4 | -2 | -10 | -0.1 | 5 | -2 | -8 | 1
CCOC(=O)c1nn(-c2ccccc2)c(=O)c(C#N)c1C | -1.6 | 3 | 3 | 3 | -13 | 0 | 0.0 | 3 | 4 | -17 | -8

Part of the list above in order of molecular weight, descending.
SMILES | iPSC survival up | KKLEB tox | NR2E3 ag-1 | Peg3 promoter | TWEAK Fn14 block | CF NFkB block | aDG glyco up | HIF-2a block | NR2E3 ag-2 | Shn3 3UTR inh | TRPM1 prom inh
CC(C)CC(=O)Nc1ccc(C(=O)Cn2nc(C(=O)O)c3ccccc3c2=O)cc1 | 0.2 | 7 | -13 | 9 | 23 | -11 | -0.1 | 10 | 2 | -4 | 2
CSc1nc(C(=O)N2CCCC(C(=O)c3ccc(Cl)cc3)C2)cs1 (centres undefined) | -0.6 | -4 | -22 | -2 | -1 | 14 | -0.1 | -14 | 1 | -21 | -5
Cn1cnnc1SCC(=O)NCCc1ccccc1 | -3.2 | -2 | 1 | -3 | 7 | 7 | -0.1 | 12 | 2 | -24 | 8
